# PP5 primary = blocks human protein phosphatase 5 activity. purified PP5c, OMFP substrate fluorescence. inhibition, % at 6.7 µM. 0.18% of 320,000 active;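 active means inhibition above the campaign's mean inhibition across all tested compounds plus 3 SD, cut at about 9.5% in these data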;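 further: 0% = DMSO only and 100% = 100 µM cantharidin control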
# EBNA-1 inh = blocks EBNA-1 binding to DNA; EBNA-1 DNA binding, fluorescence polarization; inhibition, % at 14.8 µM; 0.34% of 300,000 active; in the data active means inhibition above about 28%
# TPT1 inh = C. albicans TPT1 enzyme inhibition | recombinant caTPT1, FP RNA substrate dephosphorylation | 0.81% of 300,000 active | inhibition, % at 5 µM;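 active means inhibition above the mean of all tested compounds plus 3 SD, set per screening campaign, cut at about 24% in these data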;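 further: plate controls were DMSO alone for no effect and ferristatin control at 100 nM for full effect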
# Fh CTSL1 inh = blocks F. hepatica cathepsin L1 in PFM18AAP counter-screen. recombinant F. hepatica cathepsin L1, Z-Leu-Arg-MCA fluorescence. inhibition, % at 5.96 µM. 0.49% of 300,000 active;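 active means inhibition above the mean of all tested compounds plus 3 SD, set per screening campaign, cut at about 17% in these data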;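 further: 0% = plate median of test compound wells and 100% = 1 µM Z-Phe-Ala-diazomethylketone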
# Efflux pump inh = antifungal efflux pump inhibition, Nile Red retention; S. cerevisiae Candida pump triplex; inhibition, % at 10 µM; 0.44% of 330,000 active;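 active means plate passing quality check with inhibition over a set limit, or well fluorescence over plate mean plus 4 SD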;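 further: Nile Red retained in pooled yeast measured as flow cytometry median fluorescence; 0% = buffer negative control and 100% = Enniatin B positive control; higher means more Nile Red kept so more efflux inhibition; some compounds called inactive have numbers as strong as hits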
# core dimer inh = HCV core protein dimerization inhibition; TR-FRET GST/Flag-core106 dimerization, 1536-well; inhibition, % at 5 µM; 0.33% of 300,000 active; AID 1899;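 active means inhibition above the mean of all tested compounds plus 3 SD, set per screening campaign, cut at about 45% in these data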
#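 System: GST-tagged and Flag-tagged HCV core protein residues 1-106 / Input: core106 proteins, GST 13.5 nM and Flag 17 nM / Buffer or medium: KF-containing HEPES buffer, pH 7.45, DTT, CHAPS, BSA / Probe or stimulus: Eu-anti-GST and XL665-anti-Flag labelled anti-tag antibodies / Schedule: 4 h, 22.5 °C incubation / Technique: TR-FRET 671 and 617 nm emission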
# ZTA DNA inh = counter-screen for EBNA-1 inhibitors: inhibitors of Epstein-Barr virus ZTA. P03206. ZTA-DNA binding, fluorescence polarization. inhibition, % at 11 µM. 0.15% of 320,000 active. AID 2234; in the data active means inhibition above about 33%
# Target sequence (P03206 whole entry, looked up): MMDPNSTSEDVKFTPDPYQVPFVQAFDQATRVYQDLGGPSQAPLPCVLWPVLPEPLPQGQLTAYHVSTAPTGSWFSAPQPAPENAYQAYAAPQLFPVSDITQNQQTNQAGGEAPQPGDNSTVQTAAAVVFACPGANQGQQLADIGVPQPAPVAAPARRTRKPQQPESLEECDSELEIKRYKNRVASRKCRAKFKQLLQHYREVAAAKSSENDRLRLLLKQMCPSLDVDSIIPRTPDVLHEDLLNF
# PREPL inhibitor = human PREPL enzyme inhibition; inhibition, % at 5.96 µM; 0.68% of 320,000 active; recombinant PREPL, fluorescence polarization activity-based probe; Q4J6C6; in the data active means inhibition above about 43%;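 further: 0% = enzyme with DMSO and 100% = wells lacking enzyme; many of its hits are not listed in these tables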
# PP1 counter = blocks human PP1-alpha phosphatase, a PP5 counter-screen | AID 2235 | P62136 | purified PP1alpha, OMFP fluorescence | inhibition, % at 6.7 µM | 0.9% of 320,000 active;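 active means inhibition above the mean inhibition of all tested compounds plus 3 SD, computed separately for each screening campaign, cut at about 15% in these data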
# Target sequence (P62136 whole entry, looked up): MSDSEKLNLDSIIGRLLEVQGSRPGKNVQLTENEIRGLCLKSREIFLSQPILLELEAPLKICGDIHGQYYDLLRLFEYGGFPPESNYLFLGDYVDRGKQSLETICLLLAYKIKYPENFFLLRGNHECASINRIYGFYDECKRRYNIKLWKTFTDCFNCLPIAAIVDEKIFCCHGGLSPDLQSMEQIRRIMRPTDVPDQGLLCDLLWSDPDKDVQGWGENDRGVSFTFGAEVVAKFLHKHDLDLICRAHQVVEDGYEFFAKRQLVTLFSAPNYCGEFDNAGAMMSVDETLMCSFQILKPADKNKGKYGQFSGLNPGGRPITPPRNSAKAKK
# Active calls of the source: *; x = not tested or not shown. Not all compounds are listed; count on the stated rates, not on these rows.
SMILES,PP5 primary,EBNA-1 inh,TPT1 inh,Fh CTSL1 inh,Efflux pump inh,core dimer inh,ZTA DNA inh,PREPL inhibitor,PP1 counter
Cc1ccc(C(=O)N/C(=C\c2cccnc2)C(=O)N2CCCC2)cc1,3.7,0,-1,-2,0.0,10,0,5,-4
Cc1nc(COc2cc3oc(=O)cc(C)c3cc2Cl)cs1,-7.6,-11,-2,-2,0.2,-6,-3,0,8
Cn1cc(Br)c(NC(=O)/C=C/C(=O)O)n1,-3.4,6,0,-1,0.0,1,8,-1,-4
CCCCCn1nc(C(=O)OCC(=O)c2c(N)n(C)c(=O)n(C)c2=O)c2ccccc2c1=O,2.3,-2,-6,-2,0.0,8,-7,5,-4
CCc1ccc(OCC(=O)NNC(=O)Cc2ccc(S(=O)(=O)N3CCOCC3)s2)cc1,-2.7,0,6,-7,0.1,1,0,1,-5
CCN(c1nc(C)cc(OC)n1)S(=O)(=O)c1ccccc1,3.5,-9,0,-4,0.3,0,-4,8,-2
S=C(NCCc1ccccc1)NC1CC1,0.8,-8,4,-2,0.1,-4,-1,11,-1
Cc1ccc(NC(=O)CSc2nnc(C)c(=O)[nH]2)cc1C,-0.4,3,-4,6,0.0,1,10,-5,-2
COc1cc(C2N=C(c3ccccc3)NO2)cc(Br)c1O (stereo not given),2.7,13,-2,3,-0.1,-6,-6,10,-3
Cc1ccc(CN2CCCCC2C(=O)Nc2ccc(Oc3cccnc3)cc2)o1 (stereo not given),2.2,0,-1,-2,0.0,11,2,4,-2
O=C(O)CSc1cc(NS(=O)(=O)c2ccc(Br)cc2)c2ccccc2c1O,2.4,13,0,-4,-0.2,-13,9,10,4
Cc1ccc(NNC(=O)CCc2ccccc2)c(C)c1,1.2,2,0,-1,0.1,-2,10,-2,-2
O=C(NCc1ccccc1)C1CCCN(S(=O)(=O)c2cccs2)C1 (stereo not given),1.6,-8,7,3,0.0,4,-7,-1,2
O=S(=O)(Nc1ccccc1)c1ccc(-c2csnn2)cc1,-1.6,6,1,-4,0.0,2,-3,-5,-7
COC(=O)C1CC23C=CCN4CCC5(c6ccccc6NC15C2C)C43 (stereo not given),1.5,9,0,-8,0.1,-6,4,16,0
Cc1ccc(C)c(OCCC(=O)NNC(=O)Cn2nc(C)cc2C)c1,-1.7,-5,-1,1,-0.1,-7,-12,10,-5
CCN1CCN(C(=S)NCC2CCCO2)CC1 (stereo not given),-1.9,-16,1,-2,0.0,-1,-13,3,2
O=C(CCCn1c(=O)c2sccc2n(Cc2ccc(F)cc2)c1=O)NCc1ccco1,2.9,8,-4,0,-0.3,-5,14,8,-7
C[N+]1(CCCOC(=O)C2(c3ccccc3)CCCC2)CCOCC1,-1.9,7,17,0,-0.1,0,-4,22,1
Cc1cccc(Oc2ncnc3onc(C)c23)c1C,0.5,3,-7,-5,-0.1,-4,-19,12,0
COCCCNC(=S)N1CCN(c2nc(-c3cccc(OC)c3)cs2)CC1,3.2,-3,3,-5,0.2,4,0,25,1
Clc1ccc(Nc2nc(N3CCOCC3)nc(N3CCOCC3)n2)cc1Cl,1.3,-13,-1,-2,0.2,-9,8,-8,1
CCN1C(=O)[C@H]2[C@@H](c3ccc(C)cc3)N3C(=O)N(c4ccccc4)C(=O)[C@@]3(Cc3ccccc3)[C@H]2C1=O,1.2,-4,-1,0,-0.1,1,-5,5,-1
CCC(C)c1ccc(NC(=S)NC(C)C2CCCO2)cc1 (stereo not given),-2.4,13,-4,-4,0.0,2,5,4,-1
CN(C)c1ccc(S(=O)(=O)N2CCCCC2)cc1NC(=O)CCNC(=O)c1ccc(Cl)cc1,1.2,x,x,x,0.0,x,-12,-5,1
COc1ccc(NC2CCCN(C(=O)CCCN3CCCCC3=O)C2)cc1 (stereo not given),-1.8,-1,-1,-1,0.1,-4,1,-2,1
CNC(=O)CSc1n[nH]c(-c2cc(Cl)ccc2OC)n1,-1.1,8,0,-2,0.0,-1,15,-6,-5
COc1ccc(C(C(=O)NC2CCCC2)N(CCN(C)C)C(=O)c2snc(C(N)=O)c2N)cc1 (stereo not given),-1.6,-11,0,-4,0.1,0,-11,1,-1
O=C(Nc1ccc(Cl)c(Cl)c1)c1ccncc1,0.4,0,-6,-4,-0.2,-7,-7,-11,2
Cc1nnc(SCC(=O)N2CCc3ccccc3C2)s1,1.1,-5,-1,-2,0.0,1,6,-6,-1
O=C(CSC1=NCCS1)Nc1ccc(S(=O)(=O)NC2CCCCC2)cc1,1.0,10,0,1,0.0,4,14,-2,-2
CC1=NN(Cc2ccccc2)C(=O)/C1=C\c1ccc(N(C)C)cc1,0.4,13,24,1,-0.2,0,4,11,5
CN(Cc1ccon1)C(=O)CC1C(=O)NCCN1CC1CCCCC1 (stereo not given),2.6,-6,-1,3,0.1,0,5,7,2
CCOC(=O)N1C(=O)[C@@](c2ccc(Cl)cc2)(C(C)C)N1C(=O)OCC,3.8,4,-1,-1,0.0,-9,9,-2,-4
COc1ccc(NC(=S)N(CCN(C)C)Cc2cccs2)cc1,-1.5,-2,-4,-2,-0.1,4,10,0,-3
COc1ccc2[nH]cc(/C=C/c3cc[n+](C)cc3)c2c1,-1.4,3,71*,0,2.2,-32,6,23,-3
CC(CNC(=O)c1cc(COc2ccc3ncccc3c2)on1)c1ccccc1 (stereo not given),0.2,13,3,0,0.1,2,2,-20,-3
O=C(c1ccc(N2CCN(C(=O)c3ccccc3Br)CC2)cc1)c1cccc(F)c1,6.3,6,-2,-1,0.7,21,-6,16,8
Fc1cccc(CCN2C(=S)NC[C@@H]2CC2CCCCC2)c1,1.7,5,1,-2,0.0,2,-4,7,4
CCOc1ccc(N(CC(=O)NCc2ccccc2)C(=O)Cn2nnc(-c3ccc(C)o3)n2)cc1,2.6,4,2,3,-0.2,17,-7,-10,2

# TPT1 inh, what is marked active above.
compound,PP5 primary,EBNA-1 inh,TPT1 inh,Efflux pump inh,core dimer inh,PREPL inhibitor
COc1ccc2[nH]cc(/C=C/c3cc[n+](C)cc3)c2c1,-1.4,3,71*,2.2,-32,23

# Three compounds out of the list above, arranged by their value in core dimer inh, falling.
SMILES	core dimer inh
CC(CNC(=O)c1cc(COc2ccc3ncccc3c2)on1)c1ccccc1 (stereo not given)	2
COC(=O)C1CC23C=CCN4CCC5(c6ccccc6NC15C2C)C43 (stereo not given)	-6
Cc1ccc(C)c(OCCC(=O)NNC(=O)Cn2nc(C)cc2C)c1	-7

# Full records as entered above. Values in the order: PP5 primary	EBNA-1 inh	TPT1 inh	Fh CTSL1 inh	Efflux pump inh	core dimer inh	ZTA DNA inh	PREPL inhibitor	PP1 counter
# S=C(NCCc1ccccc1)NC1CC1 across the screens: 0.8	-8	4	-2	0.1	-4	-1	11	-1
# Cc1ccc(C)c(OCCC(=O)NNC(=O)Cn2nc(C)cc2C)c1 across the screens: -1.7	-5	-1	1	-0.1	-7	-12	10	-5
# Cc1nc(COc2cc3oc(=O)cc(C)c3cc2Cl)cs1 across the screens: -7.6	-11	-2	-2	0.2	-6	-3	0	8
# O=C(Nc1ccc(Cl)c(Cl)c1)c1ccncc1 across the screens: 0.4	0	-6	-4	-0.2	-7	-7	-11	2
# Clc1ccc(Nc2nc(N3CCOCC3)nc(N3CCOCC3)n2)cc1Cl across the screens: 1.3	-13	-1	-2	0.2	-9	8	-8	1

# (next part)
SMILES,PP5 primary,EBNA-1 inh,TPT1 inh,Fh CTSL1 inh,Efflux pump inh,core dimer inh,ZTA DNA inh,PREPL inhibitor,PP1 counter
CCn1cc(Cl)c(C(=O)NNC(=O)CCn2nc(C)c([N+](=O)[O-])c2C)n1,-0.7,9,-5,1,0.0,-18,-11,13,1
Cc1ccc(NC(=O)CN(c2ccccc2)S(=O)(=O)N(C)C)cc1,2.2,-9,-2,1,0.3,11,2,-9,-1
CC1CC2=C(NC(=S)NC2c2ccccc2F)/C(=C/c2ccccc2F)C1 (stereo not given),4.3,-13,7,2,0.1,22,-6,1,4
CCCc1[nH]n(-c2nc3ccccc3s2)c(=O)c1C=NCCCOC,-1.1,-9,1,-3,0.0,-1,13,-5,-2
CC(C)NC(=O)CCCn1c(=S)[nH]c2cc3c(cc2c1=O)OCO3,1.8,-7,5,8,0.5,4,-4,11,-2
COc1cc(Br)cc(/C=C/c2ccc3cccc(O)c3n2)c1O,4.2,-26,-4,3,0.1,-8,-1,35,9
Cc1cc(NS(=O)(=O)c2ccc(NC(=O)CCCOc3ccc(Cl)cc3)cc2)no1,0.8,3,-4,4,0.3,13,16,-12,0
Cc1ccc(S(=O)(=O)N(C)CC(=O)O/N=C(\N)c2ccc([N+](=O)[O-])cc2)cc1,2.5,-17,2,-55,0.5,2,5,-37,5
Cc1onc(-c2ccccc2Cl)c1C(=O)NCc1ccccc1,3.3,-3,1,-2,-0.1,-5,-13,-5,2
O=C(Nc1ccc(S(=O)(=O)Nc2ncccn2)cc1)C12CC3CC(CC(C3)C1)C2,1.3,-1,-6,-1,-0.1,4,6,-2,1
CC1CCc2c(C(=O)NCc3cccnc3)csc2C1 (stereo not given),0.3,-5,3,3,0.1,0,-13,12,-4
COc1cc(N/C(=N/S(=O)(=O)c2ccccc2)c2ccccc2)ncn1,1.4,-2,-1,-2,-0.1,-7,-5,-7,3
CCO[C@@H]1OC(C(=O)N2CCN(Cc3ccccc3)CC2)=C[C@H](c2cn(C(C)=O)c3ccccc23)[C@H]1CCCO,1.4,3,-2,7,0.0,-5,-8,15,0
CCc1cccc2c(C(=O)CSc3nnc(-c4ccncc4)n3C)c[nH]c12,0.6,2,2,6,-0.1,3,20,9,5
C[C@H](NCc1c[nH]c2ccccc12)c1ccccc1,0.1,-11,0,-7,0.1,-1,8,1,0
COc1nc(OC)nc(N2CCC(C(=O)NC3CC3)CC2)n1,0.9,3,-5,-1,0.0,-2,2,18,-3
Cc1cccc(-n2c(O)c(C=NCc3ccccn3)c3ccccc3c2=O)c1,2.8,9,-3,2,0.0,6,17,14,-3
C/C(=N\NC(=O)Cn1ccc(C(F)(F)F)n1)c1ccc2c(c1)OCO2,3.1,-5,2,0,0.0,-7,-3,6,0
CC1(C)CC(=O)C2=C(C1)OC1=C(C(=O)CC(C)(C)C1)C2c1ccc(O)c([N+](=O)[O-])c1,2.2,5,0,18*,-0.2,6,-5,-8,1
Cc1ccc(S(=O)(=O)N2CCCCC2)cc1NC(=O)COC(=O)Cc1c(F)cccc1Cl,2.4,-8,1,-7,0.0,7,3,-11,7
O=C(OC1CCOC1=O)c1cncc(Br)c1 (stereo not given),-12,0,-4,8,0.0,-1,-4,6,5
O=C(OCC(=O)c1ccc[nH]1)C1=COCCO1,1.8,x,x,x,0.1,x,4,-1,2

# Shown with values under each structure: part of the list above
# Every second line gives: PP5 primary, EBNA-1 inh, TPT1 inh, Fh CTSL1 inh, Efflux pump inh, core dimer inh, ZTA DNA inh, PREPL inhibitor, PP1 counter
Cc1nc(COc2cc3oc(=O)cc(C)c3cc2Cl)cs1
→ -7.6, -11, -2, -2, 0.2, -6, -3, 0, 8
Cn1cc(Br)c(NC(=O)/C=C/C(=O)O)n1
→ -3.4, 6, 0, -1, 0.0, 1, 8, -1, -4
O=C(Nc1ccc(Cl)c(Cl)c1)c1ccncc1
→ 0.4, 0, -6, -4, -0.2, -7, -7, -11, 2

# Compound activity from PubChem BioAssay.
